Myeloid diff MLP = induction of myeloid progenitor differentiation, primary screen, cell-based, flow cytometry, MLPCN library; ER-HoxA9 myeloid progenitors, lysozyme-GFP differentiation; calls only at 10 µM; actives 1% (n = 360,000); AID 624256, 2012;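 active = normalized GFP-positive differentiation at or above the plate's own cutoff, the solvent-only control mean plus 3 SD; inconclusive = no clear call, values can overlap the other calls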;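 also: cells exposed to compound for four days before flow analysis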
LYP inhibition = inhibitors of LYP phosphatase, biochemical, fluorescence intensity, uHTS (AID 1779); recombinant LYP phosphatase, fluorescence intensity; higher % means a stronger effect; actives 0.054% (n = 290,000); Tyrosine-protein phosphatase non-receptor type 22 (Homo sapiens); one-dose inhibition, % at 11.5 µM; IC50 in µM for titrated hits; in the data active = inhibition above about 50%;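 also: plate controls were vehicle with enzyme for no effect and no enzyme for full effect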
Myeloid diff MLP GFP+ MAC1+ % = second read-out of Myeloid diff MLP, no call of its own (marks repeat the call); GFP+ MAC1+ double positive, %; measured here: differentiation confirmed by MAC1 staining
The depositor's hits bear a star; i = inactive; ? = inconclusive; nt = not tested or not shown; + = active, no number. Some of the compounds tested (hit frequency here may not be typical).

SMILES	Myeloid diff MLP	Myeloid diff MLP GFP+ MAC1+ %	LYP inhibition
COc1ccc(CCNC(=O)CSc2nnc(CNC(=O)c3cc(OC)c(OC)c(OC)c3)o2)cc1OC	i	0.8	-5%
COc1ccc(S(=O)(=O)n2nc(C)c(S(=O)(=O)N3CCOCC3)c2C)cc1	i	1.0	-7%
Cc1ccc(S(=O)(=O)Nc2ccccc2C(=O)N2CCCCC2C)c(C)c1NS(C)(=O)=O (configuration not stated)	i	1.7	-12%
O=C(Nc1ccccc1C(=O)O)c1cccc(N2C(=O)c3ccccc3C2=O)c1	i	0.5	-10%
O=C(Nc1ccc2c(c1)COC2=O)c1ccc(Cl)c(Cl)c1	i	0.6	-3%
CN(Cc1nccs1)C(=O)C1CCC(=O)N(CCc2ccc(Cl)cc2)C1 (configuration not stated)	i	2.5	-7%
Cc1ccc(N2C(=O)CC(C)(C)CC2=O)cc1Cl	i	0.7	-7%
Cc1c(C)c2ccc(OC(C)C(=O)NCCN3CCOCC3)c(C)c2oc1=O (configuration not stated)	i	0.5	-10%
CCCC(C(=O)NC1CCCC1)N(Cc1ccc(F)cc1)C(=O)c1snc(C(N)=O)c1N (configuration not stated)	i	0.0	-8%
Cc1ccc(CCNC(=O)CN2C(=O)COc3ccc(S(=O)(=O)N4CCOCC4)cc32)cc1	i	0.0	-9%
O=C1C(=O)N(Cc2cccnc2)C(c2cccc([N+](=O)[O-])c2)/C1=C(/O)c1ccc2c(c1)OCO2 (configuration not stated)	i	5.8	0%
Cc1ccc2c(C)c(C(=O)N(C)C(C)c3ccon3)oc2c1C (configuration not stated)	i	0.6	-5%
O=C1[C@@H]2Cc3c([nH]c4ccccc34)C(c3cccc(Br)c3)N2C(=O)CN1C1CCN(Cc2ccccc2)CC1 (some centres not stated)	i	0.5	-3%
Cc1cccc(/C=C2\Sc3ccc(C(=O)N4CCC(C)CC4)cc3N(C)C2=O)c1	?	nt	-8%
CCC(=O)NNC(=O)Cc1c(C)n(C(=O)c2ccc(Cl)cc2)c2ccc(OC)cc12	i	0.9	-6%
CCN(CC)S(=O)(=O)c1cccc(C(=O)OC2CC(C)OC2=O)c1 (configuration not stated)	i	0.5	-7%
CC1=C(C(=O)OC2CCCCC2)C(c2ccccc2Br)NC(=O)N1 (configuration not stated)	i	0.3	-4%
Cc1cccc2sc(NC(=O)CSc3cn[nH]n3)nc12	i	0.3	-6%
COCCCNC(=O)c1ccc(S(=O)(=O)c2ccc(Cl)cc2)c(NC(C)=O)c1	i	0.7	-10%
O=C(Nc1ccc2c(c1)OCO2)c1cccc(S(=O)(=O)N2CCOCC2)c1	i	0.9	-5%
Cc1cc(Br)c(S(=O)(=O)NCc2ccncc2)cc1C	i	0.8	-10%
O=C(N/N=C\c1ccc(S(=O)(=O)O)o1)c1ccc2c(c1)OCO2	i	0.7	-4%
COc1ccccc1NS(=O)(=O)c1cccc(NC(=O)c2[nH]c(C)c(C(C)=O)c2C)c1	i	0.1	1%
CCOc1ccc(NC(=O)CN(C)C(=O)c2ccc(N3CCOCC3)c([N+](=O)[O-])c2)cc1OCC	i	0.9	-6%
CCOc1ccc(/C=C2/SC(=S)N(CCC(=O)Nc3ccc(C(=O)O)cc3)C2=O)cc1	i	0.4	-7%
O=C1/C(=C\c2ccc(Br)cc2)SC(=S)N1NS(=O)(=O)c1ccccc1	i	0.4	-7%
O=C(O)c1cccc(S(=O)(=O)N2CCN(Cc3ccc4c(c3)OCO4)CC2)c1	i	3.2	0%
COc1ccc(CNC(=O)C2CCN(S(=O)(=O)c3cccnc3)CC2)cc1	i	0.8	-6%
Cc1cc(C)nc(SC2CC(=O)N(c3ccc(C)c(C)c3)C2=O)n1 (configuration not stated)	i	0.5	-8%
COc1ccc(NC(=O)CSc2nc(O)cc(=O)n2-c2ccc(OC)cc2)cc1	+	2.2*	-6%
COc1ccc(CN2CCC(C(N)=O)CC2)cc1OCc1ccccc1	i	0.4	-9%
COc1ccc(OCC(=O)N2CCc3ccccc3C2)cc1	i	0.6	-3%
O=C(O)c1cccc(S(=O)(=O)N2CCCC(c3nc4c(nnn4Cc4ccccc4Cl)c(=O)[nH]3)C2)c1 (configuration not stated)	i	0.8	-2%
COc1ccc(C2/C(=C(/O)c3ccccc3)C(=O)C(=O)N2c2ccccn2)cc1 (configuration not stated)	i	1.4	-11%
CC1(C)OC(=O)N(NCc2ccccc2)C1(C)O (configuration not stated)	i	1.4	-6%
CCC(C(=O)N1CCOCC1)n1nc(C)n2c(cc3cc(C)ccc32)c1=O (configuration not stated)	i	1.1	-9%
CCCOc1cccc(C(=O)NCCNC(=O)c2ccc(C)nc2)c1	i	0.4	-8%
CCN(CC(=O)NCc1ccc(Cl)cc1)C(=O)/C=C/c1cc(OC)c(OC)c(OC)c1	i	0.3	-8%
CCC1(CC)NC(=O)N(CC(=O)NC(=O)NCc2ccccc2)C1=O	i	0.6	-6%
CCc1cc(=O)[nH]c(SCc2cccnc2)n1	i	1.1	-1%
O=C(N/N=C/c1ccncc1)c1cc2ccccc2cc1O	i	1.0	-10%
Cc1n[nH]c(=O)c2c(NC(=O)CSc3nc4ccccc4c(=O)n3CCCO)oc(C)c12	i	0.9	-2%
CCc1nn(CC(=O)NCCCN2CCN(C)CC2)c(=O)c2cc3sc(C)cc3n12	i	1.7	-9%
Cc1coc2c1c(C)cc1oc(=O)c(CC(=O)NCCCN3CCCC3=O)c(C)c12	i	3.1	-4%
O=C(Nc1cccc(-n2cccn2)c1)C1CCCN(Cc2cc3ccccc3[nH]2)C1 (configuration not stated)	i	0.5	-2%
COc1ccc(Cc2nc3ccc(C(=O)N4CCN(C)C(C)C4)cc3o2)cc1OC (configuration not stated)	i	0.5	-8%
CCCCNC(=O)CN1C(=O)NC(Cc2ccccc2)(Cc2ccccc2)C1=O	i	1.8	-5%
CC(=O)c1ccc(S(=O)(=O)N(C)CCCC(=O)N(C)Cc2c(F)cccc2Cl)cc1	i	2.6	-10%
COc1ccc(/C=C2\SC(=O)N(CC(=O)Nc3ccc(O)cc3)C2=O)cc1OC	i	0.6	-6%
CC12CC3CC(C)(C1)CC(C(=O)N1CCN(C(=O)c4ccco4)CC1)(C3)C2	i	1.1	-11%
S=C1Cc2ccccc2C(c2ccc(Cl)cc2)N1 (configuration not stated)	i	1.2	-5%
CCN1CCN(C(CNS(=O)(=O)c2ccc(Cl)cc2)c2ccccc2)CC1 (configuration not stated)	i	0.9	-4%
O=C(c1ccc(F)cc1F)N1CCC(N2CCC(C(=O)N3CCOCC3)CC2)CC1	i	0.6	-10%
Cc1ccc(N(CC(=O)NC(C)C)C(=O)CCC(=O)Nc2nccs2)cc1	i	0.5	-10%
COc1cccc(NC(=O)CN(C)C(=O)c2cc(S(=O)(=O)NCc3ccccc3)ccc2C)c1	i	0.7	-10%
COc1ccccc1N1CCN(C(=O)C2CCCN(c3ncnc4c3nc3n4CCCCC3)C2)CC1 (configuration not stated)	?	nt	-6%
COc1cccc(C(=O)NC(=S)Nc2ccc3[nH]c(=O)[nH]c3c2)c1	i	0.3	-6%
Cc1sc2ncn(CC(=O)NCCCC(=O)N3CCN(c4ccccc4F)CC3)c(=O)c2c1C	i	2.2	-7%
Cc1ccc(-n2nc3c(=O)n(C(C)C(=O)NCCCc4ccccc4)nc(C)c3c2C)cc1 (configuration not stated)	?	nt	-8%
COc1ccc(NC(=O)C2CCC(CNS(=O)(=O)c3csc(C(N)=O)c3)CC2)cc1OC (configuration not stated)	?	nt	-10%

(list continues)
SMILES	Myeloid diff MLP	Myeloid diff MLP GFP+ MAC1+ %	LYP inhibition
Cc1ccc(-n2nc3c(=O)n(CC(=O)NCc4ccc(C)o4)nc(C)c3c2C)cc1	i	4.9	-11%
O=[N+]([O-])c1cccc(S(=O)(=O)Nc2ccc(S(=O)(=O)Nc3nccs3)cc2)c1	i	0.9	-8%
Cc1noc(NS(=O)(=O)c2ccc(NC(=O)C(C)C)cc2)c1C	i	0.9	-10%
CCOc1ccccc1CN1C(=O)C2(OCCO2)c2ccccc21	i	0.1	-8%
CCOc1ccc(OCC)c(NC(=O)c2nnn(CC(=O)Nc3cc(C)cc(C)c3)c2N)c1	i	0.0	-7%
Cc1c(CCC(=O)NCC(=O)NCC(=O)O)c(=O)oc2cc3oc4c(c3cc12)CCCC4	i	0.6	6%
CC(C)(CO)CN1CCC(n2nccc2NC(=O)C2CCCC2)CC1	i	0.7	-7%
CCc1cccc(C)c1Nc1nc2ccccc2n2cnnc12	i	0.4	-8%
CNC(=O)CSc1nc2cc(S(=O)(=O)Nc3ccc(OC)cc3)ccc2o1	i	1.9	-11%
COc1ccc2oc(C(=O)OCC(=O)N3CCC(C)CC3)c(C)c2c1	i	1.5	-5%
CCCOc1cccc(C(=O)N2CCN(C(=O)C3CCCO3)CC2)c1 (configuration not stated)	i	0.5	-12%
CC(=O)COc1ccc2c(-c3ccccc3)cc(=O)oc2c1C	i	0.3	-2%
Cc1c(Cl)cccc1NC(=O)Cn1cnc(S(=O)(=O)N2CCCC2)c1	i	0.4	-11%
COc1ccccc1CN1CCN(Cc2ccco2)CC1	i	0.8	-7%
Cc1cc(C)c(OCC(=O)OC(C)C(=O)NC2CC2)c(C)c1 (configuration not stated)	i	1.0	-4%

Three neighbouring compounds out of the list so far, for reference:
SMILES	Myeloid diff MLP	Myeloid diff MLP GFP+ MAC1+ %	LYP inhibition
S=C1Cc2ccccc2C(c2ccc(Cl)cc2)N1 (configuration not stated)	i	1.2	-5%
CCN1CCN(C(CNS(=O)(=O)c2ccc(Cl)cc2)c2ccccc2)CC1 (configuration not stated)	i	0.9	-4%
O=C(c1ccc(F)cc1F)N1CCC(N2CCC(C(=O)N3CCOCC3)CC2)CC1	i	0.6	-10%

The results go on.
SMILES	Myeloid diff MLP	Myeloid diff MLP GFP+ MAC1+ %	LYP inhibition
Nn1c(COc2ccccc2F)nnc1SCC(=O)NC1CCCC1	i	1.2	-6%
Cc1c(CC(=O)NCCCO)c(=O)oc2cc3c(cc12)CCC(C)(C)O3	i	0.7	-15%
CCOC(=O)N1CCN(C(=O)CNC(=O)c2ccc(Br)cc2)CC1	i	0.8	-9%
CNC(=O)c1cccc(NC(=O)C(C)c2ccc3cc(OC)ccc3c2)c1 (configuration not stated)	i	0.4	-4%
Cc1cc(C)c(C)c(OCCN2CC(C)OC(C)C2)c1 (configuration not stated)	i	0.2	-7%
CCNC(=O)N1CCCC(C(=O)c2ccc(C(F)(F)F)cc2)C1 (configuration not stated)	i	0.7	-8%
Cc1nn(CC(=O)Nc2ccc(Cl)cc2Cl)c(=O)c2ccccc12	i	1.0	-13%
COC(=O)Cc1c(O)ccn(CCc2ccc(S(N)(=O)=O)cc2)c1=O	i	1.2	-7%
CCCCC(=O)Nc1nc(-c2ccc(S(=O)(=O)N3CCOCC3)cc2)cs1	i	0.4	-6%
CCN(CC(=O)NCc1ccc(Cl)cc1)CC(=O)NC1(C#N)CCCC1	i	0.6	-10%
Cc1cccc(C(=O)N/N=C/c2ccoc2)c1	i	0.0	-6%
O=C(O)c1ccc(CSc2nc3ccccc3[nH]2)cc1	i	2.8	-3%
Cc1ccccc1NC(=O)NNC(=O)CCc1ccccc1	i	1.6	0%
Cn1ncc(Cl)c1C(=O)N1CCN(c2ccccc2)CC1	i	0.7	-5%
Cc1csc(SCC(=O)Nc2ccccc2)n1	i	1.5	-2%
CSc1ccc(CN(C)C(=O)C(c2ccccc2)c2ccccc2)cc1	i	0.4	-1%
Cc1cccc(C(C(=O)NC2CCCC2)N(C(=O)c2csnn2)C2CC2)c1 (configuration not stated)	i	4.0	-7%
O=C(NCC1COCCO1)c1cc(COc2ccc(F)cc2F)on1 (configuration not stated)	i	0.8	-9%
COc1cccc(NC(=O)c2cc(-c3ccc(C)o3)nc3ccccc23)c1	i	2.8	-7%
O=C(NCc1ccc(F)cc1)C1CCCN1C(=O)Nc1cccc(F)c1 (configuration not stated)	i	0.9	-12%
COc1cccc(NC(=O)CNC(=O)N2CC(=O)Nc3ccccc32)c1	i	0.0	-13%
Cc1c(CC(=O)O)c(=O)oc2cc3occ(-c4ccc(F)cc4)c3cc12	i	0.4	-2%
O=C1CCCCN1CCC(=O)N1CCCC(N2CCN(c3ccccc3)CC2)C1 (configuration not stated)	i	2.5	-8%
COc1ccccc1OCCNC(=O)c1ccc2c(c1)CCC2	i	0.8	13%
O=C(CCN1C(=O)/C(=C/c2ccccc2)SC1=S)Nc1cccnc1	i	0.4	-2%

Molecules from the list above that contain bromine (5):
SMILES	Myeloid diff MLP	Myeloid diff MLP GFP+ MAC1+ %	LYP inhibition
O=C1[C@@H]2Cc3c([nH]c4ccccc34)C(c3cccc(Br)c3)N2C(=O)CN1C1CCN(Cc2ccccc2)CC1 (some centres not stated)	i	0.5	-3%
CC1=C(C(=O)OC2CCCCC2)C(c2ccccc2Br)NC(=O)N1 (configuration not stated)	i	0.3	-4%
Cc1cc(Br)c(S(=O)(=O)NCc2ccncc2)cc1C	i	0.8	-10%
O=C1/C(=C\c2ccc(Br)cc2)SC(=S)N1NS(=O)(=O)c1ccccc1	i	0.4	-7%
CCOC(=O)N1CCN(C(=O)CNC(=O)c2ccc(Br)cc2)CC1	i	0.8	-9%
